DDE Tn7 FP inh: inhibitors of Tn7 peptide binding to fibrin DD(E), primary screen, biochemical, fluorescence polarization, human fibrin, Tn7 probe; Fibrinogen beta chain (Homo sapiens), P02675; FP displacement of FITC-Tn7 peptide from fibrin DD(E); 0% = median of compound wells per plate; inhibition, % at 8.3 µM; 0.13% of 370,000 active;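 active = inhibition above the mean of compounds falling within the control limits plus 3 SD of them, cut at about 14% in these data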;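 also: 0% = plate median of compound wells and 100% = 10 µM Aha-Tn7 peptide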
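Assay system: Fibrin-DD(E) protein isolated from polymerized human fibrin clots; read-out basis: percent inhibition; medium: Tris/NaCl/CaCl2 buffer, pH 7.8; signal: FP measurement; incubation: 10 min plus 3 h, room temperature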
MBD2 DNA inh: inhibitors of MBD2 binding to methylated DNA, primary screen, biochemical, TR-FRET, DNA-binding domain, human | MBD2 binding to methylated oligonucleotide | inhibition, % at 4.4 µM | 0.31% of 370,000 active; in the data active = inhibition above about 13%
ARFGAP1 inhibitor: inhibitors of rat ARFGAP1 GAP activity, primary screen, biochemical, fluorescence polarization, GDP tracer. Arfgap1-stimulated ARF1 GTP hydrolysis, GDP FP detection. inhibition, % at 16.5 µM. 0.26% of 360,000 active;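 active = inhibition above a per-plate limit, mean inhibition of low control wells plus 3 SD, cut at about 25% in these data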;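 also: 0% = DMSO wells with enzyme and 100% = wells lacking Arfgap1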
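Replicates: Single well per compound | Assay system: Truncated rat Arfgap1 GAP domain | Control set: No-Arfgap1 wells (100%) versus DMSO full-reaction wells (0%) | Times: Enzyme reaction 120 min at 25 °C after 20 min preincubation | Reagent: Human ARF1(Δ1-17)-GTP substrate | Measured by: Tracer-displacement fluorescence polarization with EDTA stop, 620/688 nm | Measure: Percent inhibition of Arfgap1-stimulated GTP hydrolysis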
DDE Tn6 FP inh: inhibitors of Tn6 peptide binding to fibrin DD(E), primary screen, biochemical, fluorescence polarization, human fibrin, Tn6 probe; Fibrin DD(E) TRITC-Tn6 fluorescence polarization displacement; inhibition, % at 8.3 µM; 0.21% of 370,000 active; AID 720509, 2013;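 active = inhibition above a per-campaign cutoff: mean of compounds within control limits plus 3 SD, cut at about 15% in these data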;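 also: 0% = median of all compound wells on the plate and 100% = blocking peptide control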
ADAM17 inh: ADAM17 inhibitors, primary screen, biochemical, QFRET; inhibition, % at 6.95 µM; recombinant ADAM17, EDANS/DABCYL FRET peptide cleavage; 0.83% of 370,000 active; AID 720648, 2013; Disintegrin and metalloproteinase domain-containing protein 17 (Homo sapiens), P78536;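 active = inhibition above the mean of compounds lying between control limits plus 3 SD, set per campaign, cut at about 8.5% in these data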;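 also: 0% = DMSO-only wells as the low control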
UHRF1 binding: UHRF1 methylated DNA binding inhibitors, primary screen, counter-screen for MBD2 inhibitor project, biochemical, TR-FRET, human UHRF1, single concentration | inhibition, % at 4.4 µM | E3 ubiquitin-protein ligase UHRF1 (Homo sapiens), Q96T88 | 0.75% of 370,000 active | UHRF1 binding to methylated oligo | AID 687016, 2013; in the data active = inhibition above about 21%;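 also: UHRF1 SRA domain binding a hemimethylated CpG hairpin DNA probe; 0% = median of test compound wells and 100% = reference inhibitor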
KLK7 zymogen act: proKLK7 zymogen activators, primary screen, biochemical, fluorescence intensity; purified proKLK7, EDANS-DABCYL substrate fluorescence; 100% is mature enzyme control, 0% vehicle; 0.9% of 370,000 active; Kallikrein-7 (Homo sapiens), P49862; activation, % at 7 µM;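 active = activation above the mean of all tested compounds plus 3 SD, computed per campaign excluding outliers beyond control limits, cut at about 13% in these data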
PLCg1 inh: PLC-gamma1 enzyme inhibitors, primary screen, biochemical, fluorescence, purified enzyme; 1-phosphatidylinositol 4,5-bisphosphate phosphodiesterase gamma-1 (Homo sapiens), P19174; 0.84% of 370,000 active; inhibition, % at 12.2 µM; fluorogenic substrate; in the data active = inhibition above about 9.5%
PLC-beta3 inh: human PLC-beta3 inhibitors, primary screen, biochemical, fluorescence | 1-phosphatidylinositol 4,5-bisphosphate phosphodiesterase beta-3 (Homo sapiens), Q01970 | Purified PLC-beta3, fluorogenic substrate | inhibition, % at 12.2 µM | 0.18% of 370,000 active; in the data active = inhibition above about 11%;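 also: 0% = median of compound wells on plate and 100% = full blocker control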
Target sequence (Q01970 whole entry, looked up): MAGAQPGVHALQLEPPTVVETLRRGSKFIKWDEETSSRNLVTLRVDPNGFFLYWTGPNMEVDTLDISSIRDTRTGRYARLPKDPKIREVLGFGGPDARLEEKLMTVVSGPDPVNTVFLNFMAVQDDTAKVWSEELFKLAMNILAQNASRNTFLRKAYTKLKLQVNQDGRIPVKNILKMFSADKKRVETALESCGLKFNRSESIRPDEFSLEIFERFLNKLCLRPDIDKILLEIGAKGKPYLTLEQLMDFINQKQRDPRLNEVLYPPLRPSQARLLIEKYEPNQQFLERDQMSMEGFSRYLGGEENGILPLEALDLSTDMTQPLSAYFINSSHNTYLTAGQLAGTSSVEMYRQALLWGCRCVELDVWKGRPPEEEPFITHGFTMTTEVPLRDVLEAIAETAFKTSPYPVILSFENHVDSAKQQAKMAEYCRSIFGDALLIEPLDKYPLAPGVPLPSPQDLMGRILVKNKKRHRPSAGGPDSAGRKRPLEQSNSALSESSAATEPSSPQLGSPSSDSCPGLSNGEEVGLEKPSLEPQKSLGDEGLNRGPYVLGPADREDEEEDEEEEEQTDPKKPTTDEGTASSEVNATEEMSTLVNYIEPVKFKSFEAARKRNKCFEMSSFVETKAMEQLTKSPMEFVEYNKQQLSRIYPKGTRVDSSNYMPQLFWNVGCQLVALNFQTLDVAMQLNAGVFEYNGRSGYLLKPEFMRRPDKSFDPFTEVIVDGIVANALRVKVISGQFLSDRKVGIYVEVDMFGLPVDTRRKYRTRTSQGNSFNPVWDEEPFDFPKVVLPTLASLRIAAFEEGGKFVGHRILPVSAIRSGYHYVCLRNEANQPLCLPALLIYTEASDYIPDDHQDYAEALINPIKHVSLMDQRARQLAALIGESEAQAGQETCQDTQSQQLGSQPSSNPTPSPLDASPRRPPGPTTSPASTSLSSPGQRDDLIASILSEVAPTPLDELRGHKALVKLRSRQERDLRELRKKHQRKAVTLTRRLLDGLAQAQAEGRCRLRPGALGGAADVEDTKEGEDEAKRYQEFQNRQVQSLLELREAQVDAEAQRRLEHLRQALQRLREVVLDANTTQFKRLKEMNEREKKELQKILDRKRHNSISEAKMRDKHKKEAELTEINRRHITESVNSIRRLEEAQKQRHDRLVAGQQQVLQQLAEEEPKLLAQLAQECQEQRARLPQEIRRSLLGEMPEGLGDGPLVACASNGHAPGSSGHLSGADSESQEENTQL
ASAP1 inh: inhibitors of human ASAP1 ArfGAP activity, primary screen, biochemical, fluorescence polarization; ASAP1-stimulated ARF1 GTP hydrolysis, GDP FP detection; inhibition, % at 16.5 µM; 0.19% of 360,000 active; AID 624377, 2012; in the data active = inhibition above about 25%;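 also: 0% = vehicle with enzyme and substrate and 100% = no enzyme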
* = called active by the depositor; . = not tested or not shown.

Letters: A = DDE Tn7 FP inh; B = MBD2 DNA inh; C = ARFGAP1 inhibitor; D = DDE Tn6 FP inh; E = ADAM17 inh; F = UHRF1 binding; G = KLK7 zymogen act; H = PLCg1 inh; I = PLC-beta3 inh; J = ASAP1 inh
1: O=C(Cc1ncc(C(F)(F)F)cc1Cl)NCc1cccnc1
  A = 6	B = 3	C = 9	D = -3	E = -6	F = 0	G = 0.1	H = -9	I = -18	J = -3
2: [Cl][Pt+2][Cl].[NH-]C1CCCCC1[NH-] (configuration not stated)
  A = -5	B = 3	C = 0	D = -1	E = -5	F = -2	G = -0.1	H = 0	I = 1	J = -6
3: COc1cc2cc(Oc3ccc4ccc(=O)oc4c3)c(=O)oc2cc1OC(=O)/C=C/c1ccccc1
  A = 0	B = -5	C = 7	D = 2	E = -9	F = -5	G = -0.2	H = -8	I = -13	J = -8
4: COc1ccc(-n2c(SCC(=O)N3CCOCC3)nc3ccccc3c2=O)cc1
  A = -1	B = 8	C = 12	D = -6	E = -5	F = 3	G = 0.0	H = 2	I = -8	J = -5
5: CCN(CC)S(=O)(=O)c1ccc(N2CCN(C)CC2)c(NC(=O)CSCC(=O)Nc2cccc(C)c2)c1
  A = -13	B = 0	C = 5	D = -5	E = 0	F = -1	G = 0.0	H = 2	I = 3	J = 1
6: COc1cccc(C(C(=O)NCc2ccco2)N(Cc2ccco2)C(=O)Cn2nnc3ccccc32)c1 (configuration not stated)
  A = -1	B = 5	C = -7	D = 3	E = -5	F = 1	G = 1.1	H = 5	I = 0	J = 10
7: CC1CCCCC1NC(=O)Cn1cc([N+](=O)[O-])ccc1=O (configuration not stated)
  A = 5	B = -7	C = -8	D = 1	E = -3	F = -2	G = -0.1	H = 5	I = -4	J = 5
8: CC(C)C1C(=O)N(Cc2cn(CCC3OCCO3)nn2)CCS(=O)(=O)N1Cc1ccc(-c2ccc(F)cc2Cl)cc1 (configuration not stated)
  A = -10	B = -2	C = 0	D = -4	E = 10*	F = 2	G = 0.1	H = 4	I = 2	J = -5
9: CC(C)(c1ccccc1)c1ccc(OCCCN2CCNCC2)cc1
  A = 5	B = -3	C = 12	D = 3	E = -3	F = 2	G = 0.4	H = -1	I = 3	J = 9
10: COC(=O)c1ccc(COc2ccccc2/C=N/NC(N)=O)o1
  A = -8	B = 1	C = 13	D = -5	E = -4	F = -4	G = 0.6	H = 0	I = -4	J = -6

Quoted at random: 4 compounds from above
Letters: A = DDE Tn7 FP inh; B = MBD2 DNA inh; C = ARFGAP1 inhibitor; D = DDE Tn6 FP inh; E = ADAM17 inh; F = UHRF1 binding; G = KLK7 zymogen act; H = PLCg1 inh; I = PLC-beta3 inh; J = ASAP1 inh
9: CC(C)(c1ccccc1)c1ccc(OCCCN2CCNCC2)cc1
  A = 5	B = -3	C = 12	D = 3	E = -3	F = 2	G = 0.4	H = -1	I = 3	J = 9
2: [Cl][Pt+2][Cl].[NH-]C1CCCCC1[NH-] (configuration not stated)
  A = -5	B = 3	C = 0	D = -1	E = -5	F = -2	G = -0.1	H = 0	I = 1	J = -6
3: COc1cc2cc(Oc3ccc4ccc(=O)oc4c3)c(=O)oc2cc1OC(=O)/C=C/c1ccccc1
  A = 0	B = -5	C = 7	D = 2	E = -9	F = -5	G = -0.2	H = -8	I = -13	J = -8
4: COc1ccc(-n2c(SCC(=O)N3CCOCC3)nc3ccccc3c2=O)cc1
  A = -1	B = 8	C = 12	D = -6	E = -5	F = 3	G = 0.0	H = 2	I = -8	J = -5

(list continues)
Letters: A = DDE Tn7 FP inh; B = MBD2 DNA inh; C = ARFGAP1 inhibitor; D = DDE Tn6 FP inh; E = ADAM17 inh; F = UHRF1 binding; G = KLK7 zymogen act; H = PLCg1 inh; I = PLC-beta3 inh; J = ASAP1 inh
11: CC(C)(O)C#Cc1ccc(C(=O)N2CCN(c3ccc(Cl)cc3)CC2)cc1
  A = 3	B = 0	C = 9	D = 1	E = -2	F = 4	G = -0.5	H = 2	I = 0	J = -12
12: CC(C)COC(=O)c1ccccc1OC(=O)c1ccncc1
  A = 1	B = 10	C = 3	D = -4	E = 0	F = 25*	G = -0.3	H = 2	I = 8	J = 0
13: CCc1cccc(C)c1NC(=O)Nc1ccc2c(c1)OCO2
  A = 6	B = -7	C = 4	D = -7	E = -7	F = 1	G = 0.6	H = -3	I = -4	J = 4
14: C[C@H]1COc2cc(Br)ccc2S(=O)(=O)N1Cc1cn(Cc2ccc(Cl)cc2)nn1
  A = -5	B = -4	C = .	D = 0	E = 0	F = 3	G = 1.2	H = 1	I = 2	J = .
15: Cc1nc[nH]c(=O)c1Br
  A = 3	B = 4	C = 10	D = 3	E = -6	F = 3	G = -0.7	H = 0	I = 0	J = -3
16: Cc1ccc(OC(=O)C2CCN(C(=O)c3ccccc3C)CC2)c(Br)c1
  A = -4	B = 0	C = 12	D = -8	E = 7	F = 4	G = 0.6	H = 11*	I = 0	J = 11
17: COC(=O)C1C(=O)CC(C)(O)C(C(=O)OC)C1c1ccc2c(c1)OCO2 (configuration not stated)
  A = 4	B = -4	C = 6	D = 10	E = -3	F = -1	G = -0.4	H = 1	I = 1	J = 6
18: O=C(/C=C/c1ccccc1Cl)c1ccccc(=O)c1O
  A = 5	B = 3	C = 0	D = -1	E = -1	F = 3	G = -0.4	H = -9	I = -12	J = 13
19: COC(=O)c1ccc(OC)c(NS(=O)(=O)c2ccc(-n3cnnn3)cc2)c1
  A = -3	B = -6	C = -6	D = -3	E = 1	F = -1	G = 0.0	H = 2	I = -1	J = -3
20: Cc1ccc(-n2nc3ccc(NC(=O)/C=C/c4ccco4)cc3n2)cc1C
  A = 6	B = 10	C = 4	D = 5	E = -20	F = 5	G = -1.4	H = -59	I = -84	J = -3
21: C[C@H](CO)N1C[C@H](C)[C@@H](CN(C)S(=O)(=O)c2cccs2)Oc2ccc(NC(=O)Nc3ccccc3)cc2C1=O
  A = 0	B = -3	C = 4	D = -6	E = 4	F = 0	G = 0.7	H = -1	I = 1	J = 4
22: Cc1cc(CN(C)C(=O)c2ccc3nc(Cc4ccccc4F)oc3c2)n[nH]1
  A = -1	B = 0	C = 7	D = -3	E = -3	F = 1	G = -1.6	H = -1	I = -8	J = 11
23: O=C1C=C(c2ccc3c(c2)OCO3)C[C@@H](c2ccc(Cl)cc2)C1
  A = 10	B = 2	C = -8	D = 4	E = -6	F = 0	G = 0.1	H = -3	I = -9	J = -4
24: COc1ccc(CCNC(=O)c2cc([N+](=O)[O-])cc([N+](=O)[O-])c2)cc1OC
  A = 1	B = -7	C = 12	D = 1	E = 6	F = 1	G = -0.5	H = 4	I = 6	J = 14
25: COc1ccc(OC)c(CCNC(=O)C2CCN(c3nnc(-n4cccc4)s3)CC2)c1
  A = -2	B = 1	C = -16	D = 6	E = 2	F = -1	G = 0.1	H = -1	I = 0	J = -1
26: CCOc1ccc(C2NC(=S)NC3=C2CCc2ccccc23)cc1 (configuration not stated)
  A = -8	B = -1	C = -3	D = -7	E = -7	F = -2	G = 0.5	H = -13	I = -23	J = 2
27: COc1ccc(CNC(=O)CN2C(=O)COc3ccc(S(=O)(=O)N4CCOCC4)cc32)cc1
  A = -5	B = -2	C = 11	D = -6	E = -4	F = 0	G = -0.5	H = 0	I = -10	J = -2
28: COc1ccc(S(=O)(=O)Nc2c(C)n(C)n(-c3ccccc3)c2=O)cc1Br
  A = 1	B = -6	C = 0	D = -7	E = -5	F = -1	G = 0.1	H = 1	I = -8	J = 7
29: CCOc1ccccc1C(=O)NN1C(=O)C2CCCCC2C1=O (configuration not stated)
  A = 5	B = 5	C = 9	D = -7	E = -5	F = 6	G = -0.4	H = 0	I = -1	J = -11
30: COc1ccc(C(O)c2nc(-c3cccc(C(=O)O)c3)cs2)cc1 (configuration not stated)
  A = -3	B = 4	C = -13	D = -1	E = 3	F = 4	G = -0.2	H = 2	I = -2	J = 10
31: COc1ccccc1Cc1c(-c2ccc(C)cc2)nc2ccc(Br)cn12
  A = -3	B = 1	C = -8	D = 10	E = -1	F = -1	G = -0.7	H = -10	I = -13	J = 2
32: COc1ccc(-c2nn(-c3ccccc3)cc2/C=N/NC(=O)c2ccc(Br)o2)cc1
  A = 4	B = 3	C = 2	D = -6	E = -4	F = -2	G = -0.7	H = -6	I = -7	J = 2
33: CCCC(=O)NC(c1ccccc1)c1ccc2cccnc2c1O (configuration not stated)
  A = -1	B = -5	C = 4	D = -4	E = 5	F = -6	G = -0.3	H = -16	I = -38	J = -15
34: CCOC(=O)Cc1csc(NC(=O)Cc2ccc(Cl)cc2)n1
  A = 4	B = 1	C = 0	D = 6	E = 2	F = 0	G = -0.2	H = 0	I = -7	J = 11
35: Cc1cccc(C(=O)Nc2ccc(O)c3c(=O)cc(-c4ccccc4Cl)oc23)c1
  A = 2	B = 1	C = 2	D = -6	E = -4	F = -2	G = 0.4	H = 3	I = 1	J = -11
36: CCOC(=O)c1ccc(NC(=O)CN2C(=O)C3C4C=CC(C4)C3C2=O)cc1 (configuration not stated)
  A = 0	B = 2	C = 5	D = 0	E = -4	F = 2	G = 0.4	H = 1	I = 2	J = -7
37: COc1cc(CNC(C)C23CC4CC(CC(C4)C2)C3)cc(OC)c1OC (configuration not stated)
  A = -3	B = 2	C = -1	D = -4	E = -1	F = 0	G = 0.4	H = 0	I = -3	J = -7
38: Cc1cccc2cc(CN(Cc3cccs3)C3(c4nnnn4C4CCCC4)CCCC3)c(=O)[nH]c12
  A = 0	B = 5	C = -11	D = -4	E = -3	F = 0	G = -0.4	H = -3	I = 3	J = -6
39: CCCCN(C(=S)SC)C1CCS(=O)(=O)C1 (configuration not stated)
  A = -1	B = -6	C = 2	D = 6	E = -4	F = 2	G = 0.1	H = -1	I = -4	J = 0
40: COc1cc(OC)cc(C(=O)NNC(=O)c2ccccc2Br)c1
  A = -5	B = 5	C = 4	D = 6	E = -1	F = 0	G = -0.7	H = 0	I = 3	J = -6
41: CCOc1ccc(-c2cc(C(=O)NN)[nH]n2)cc1
  A = 8	B = -5	C = -1	D = 3	E = -1	F = -1	G = -0.1	H = 1	I = 1	J = 3

Rows are unselected; 4.1% or so of the library scored in one or more.
